Assay outcomes from PubChem.
S-ASM inh: blocks human secretory acid sphingomyelinase; 340,000 compounds, 0.006% hits; Potency, µM (titrated, usually from 57.5 µM), without a hit: at the highest dose activity change, negative = inhibition, usual class: inhibitors; AID 504937; placental ASM, HMU-PC fluorogenic substrate, 60 min; P17405; also: potency is read from the fitted curve at half-maximal effect
Target sequence (P17405 47-631 limits assumed): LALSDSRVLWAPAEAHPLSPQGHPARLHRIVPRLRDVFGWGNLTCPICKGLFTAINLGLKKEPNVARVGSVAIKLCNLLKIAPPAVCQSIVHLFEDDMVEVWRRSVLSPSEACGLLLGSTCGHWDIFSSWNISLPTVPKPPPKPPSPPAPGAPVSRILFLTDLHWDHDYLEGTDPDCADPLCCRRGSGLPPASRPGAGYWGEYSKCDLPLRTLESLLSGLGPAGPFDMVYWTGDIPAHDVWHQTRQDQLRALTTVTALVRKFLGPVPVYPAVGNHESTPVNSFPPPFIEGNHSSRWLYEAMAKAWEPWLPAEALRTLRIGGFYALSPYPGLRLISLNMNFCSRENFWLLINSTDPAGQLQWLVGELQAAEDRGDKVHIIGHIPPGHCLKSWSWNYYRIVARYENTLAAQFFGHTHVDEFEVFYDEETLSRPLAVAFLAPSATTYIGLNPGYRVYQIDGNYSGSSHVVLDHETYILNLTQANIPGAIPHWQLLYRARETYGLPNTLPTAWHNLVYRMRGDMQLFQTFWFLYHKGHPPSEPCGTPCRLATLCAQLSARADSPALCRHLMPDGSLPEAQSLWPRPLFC
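Human placenta-derived ASM enzyme was preincubated with compound for 10 minutes at room temperature, then given fluorogenic substrate HMU-PC0 (9 uM final) for 60 minutes at 37 °C; a pH 10 stop preceded fluorescence reading at Ex 386/Em 447 nm.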
TCR act: activators of T cell receptors; 330,000 tested, under 10 active; primary human leukocytes, anti-CD3, IL-2 HTRF, 48 h; Potency, µM (series often up to 9.22 µM), for inactives: top-dose activation of IL-2 secretion, most hits filed as activators; also: % of control where 0% means no effect
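Activity was scored as IL-2 release from primary human leukocytes given only a TCR signal (a-CD3 beads) plus compound for 48 hr. Detection used a two-antibody HTRF format read at 665nm.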
MLL CXXC-DNA inh: MLL CXXC-DNA interaction inhibition | Q03164 | MLL-CXXC / FITC-HOXA9 DNA fluorescence polarization | Potency, µM (highest dose often 115 µM), for the others: top-dose activity change, negative = inhibition, usual class: inhibitors | 290,000 compounds, 0.037% hits | AID 2662; active = well fitted inhibition curve with a large enough effect in the polarisation, with a control signal flat, not every such curve was filed as active; inconclusive = small, poorly fitted or top-dose-only effect, or effect the other way, or a change in a side signal; inactive = no such curve, though single readings can be large or run the other way; the % refers to the polarisation; also: potency is read from the fitted curve at half-maximal effect
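Purified MLL-CXXC (added from a 7 uM solution) was preincubated 5 min at ambient with pinned compounds in 50 mM Tris-HCl pH 7.5, 50 mM NaCl, 1 mM DTT, 0.05% BSA. Fluorescein-labeled HOX-A9 DNA (50 nM solution) followed, 30 min, then polarization read.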
Menin MLL FP TR: menin-MLL binding inhibition, Texas Red mutant peptide | O00255 | Menin + Texas Red MLL mutant peptide, fluorescence polarization | Potency, µM (highest dose often 61.6 µM), without a hit: at the top dose FP activity change, negative = inhibition, hits mostly inhibitors | 270,000 compounds, 0.23% hits | AID 1768; active = well fitted inhibition curve with a large enough effect in the polarisation, with a control signal flat, not every such curve was filed as active; inconclusive = small, poorly fitted or top-dose-only effect, or effect the other way, or a change in a side signal; inactive = no such curve, though single readings can be large or run the other way; the % refers to the polarisation; also: potency is read from the fitted curve at half-maximal effect; % of control where 0% means no effect; many of its hits are not listed in these tables
Integrin act MD: activators of alpha7 integrin expression for muscular dystrophy; Potency, µM (top dose mostly 38.3 µM), without a hit: top-dose activation, hits mostly activators; alpha7betagal myoblasts, beta-gal FDG fluorescence, 48 h; 350,000 compounds, 0.064% hits;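 also: potency is read from the fitted curve at half-maximal effect; 100% = response of the positive control SU9516; nearly all actives have a fitted effect of over 60% in size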
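alpha7betagal+/- myoblasts (passage 13, 250/well) treated 48 h at 37C with compounds at 1:260 dilution of DMSO stock. Lysed, then beta-galactosidase activity read as FDG fluorescence (ex 480/em 540) after 30 min, with pre-read for autofluorescence.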
TSG101-PTAP inh: blocks PTAP/TSG101 interaction to inhibit HIV-1 budding. Q99816. Fluorescence polarization, FITC-PTAP peptide / Tsg101 binding. Potency, µM (highest dose often 115 µM), for inactives: at the top dose activity change, negative = inhibition, hits mostly inhibitors. 340,000 tested, under 10 active. AID 493005; active = well fitted inhibition curve with a large enough effect in the main read-out, with a control signal flat, not every such curve was filed as active; inconclusive = small, poorly fitted or top-dose-only effect, or effect the other way, or a change in a side signal; inactive = no such curve, though single readings can be large or run the other way; also: potency is read from the fitted curve at half-maximal effect; % of control where 0% means no effect
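Compounds were pin-transferred onto Tsg101 binding domain (10 uM final) in HEPES pH 7.5 buffer, then FITC-PTAP peptide was added at 50 nM final. After 20 min at RT, polarization reported peptide displacement across a qHTS concentration series.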
A-T KAP1 phos: candidate therapy for ataxia-telangiectasia; 320,000 compounds, 0.19% hits; […] A-T fibroblasts, KAP-1 phosphorylation AlphaLISA; neocarzinostatin DNA damage 30 min before lysis; Potency, µM (top dose mostly 57.5 µM), inactives show at the top dose activation, most hits filed as activators; also: potency is read from the fitted curve at half-maximal effect; % of control where 0% means no effect; nearly all actives have a fitted effect of over 45% in size
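hTERT-immortalized A-T patient fibroblasts ([…]), 500 cells/well in OPTI-MEM, 1% FBS, got compounds for 60 min, then NCS for 30 min at 37C. Lysates were then assayed for phospho-KAP-1 by AlphaLISA (anti-pKAP1 donor, anti-KAP1 acceptor beads), 6 hr at 25C.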
Mito fusion act: mitochondrial division inhibition or fusion activation; 320,000 compounds, 0.23% hits; Potency, µM (titrated, usually from 46.1 µM), without a hit: at the top dose growth rescue (activation), hits mostly activators; S. cerevisiae fusion-defective mutant growth rescue, CellTiterGlo 48 h;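 also: potency is read from the fitted curve at half-maximal effect; % of control where 0% means no effect; nearly all actives have a fitted effect of over 45% in size; temperature-sensitive fusion mutants such as fzo1-1 at 37 °C on non-fermentable ethanol glycerol medium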
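Temperature-sensitive fusion-defective S. cerevisiae (e.g. fzo1-1, mgm1-5) were grown with compound in YPEG medium (3% ethanol, 3% glycerol) for 48 hours at 37C. Growth rescue was measured as viability by CellTiterGlo luminescence after 10 minutes at ambient.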
TSHR antag: blocks TSH signaling through the human TSH receptor. P16473. TSHR-expressing cells, TSH-stimulated cAMP HTRF, 2 h; stronger effect = lower value. activity change, negative = inhibition, % at 11.5 µM. 330,000 compounds, 0.2% hits;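 active = activity change below a set negative limit, meaning inhibition stronger than a set level, cut at about -70% in these data; inconclusive = activity change between two set negative limits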; also: % is scaled to controls: 0 for no effect and ±100 for the full control effect
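Competitive HTRF cAMP read-out (cryptate anti-cAMP antibody, cAMP-d2; 30 min, room temperature) in freshly harvested TSHR cells. Compounds added before TSH at EC80 (4nM final), followed by 2 hours' incubation at 37 deg C.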
MBNL1 CUG block: blocks human MBNL1 binding to CUG repeat RNA; Q9NR56; TR-FRET MBNL1-His/biotin-(CUG)12 binding, 665/545 ratio; Potency, µM (series often up to 57.5 µM), for inactives: top-dose activity change, negative = inhibition, hits mostly inhibitors; 280,000 compounds, 0.036% hits; AID 2675; active = well fitted inhibition curve with a large enough effect in the signal ratio, with a control signal flat, not every such curve was filed as active; inconclusive = small, poorly fitted or top-dose-only effect, or effect the other way, or a change in a side signal; inactive = no such curve, though single readings can be large or run the other way; the % refers to the signal ratio; also: potency is read from the fitted curve at half-maximal effect; % is scaled to controls: 0 for no effect and ±100 for the full control effect
Target sequence (Q9NR56 whole entry, looked up): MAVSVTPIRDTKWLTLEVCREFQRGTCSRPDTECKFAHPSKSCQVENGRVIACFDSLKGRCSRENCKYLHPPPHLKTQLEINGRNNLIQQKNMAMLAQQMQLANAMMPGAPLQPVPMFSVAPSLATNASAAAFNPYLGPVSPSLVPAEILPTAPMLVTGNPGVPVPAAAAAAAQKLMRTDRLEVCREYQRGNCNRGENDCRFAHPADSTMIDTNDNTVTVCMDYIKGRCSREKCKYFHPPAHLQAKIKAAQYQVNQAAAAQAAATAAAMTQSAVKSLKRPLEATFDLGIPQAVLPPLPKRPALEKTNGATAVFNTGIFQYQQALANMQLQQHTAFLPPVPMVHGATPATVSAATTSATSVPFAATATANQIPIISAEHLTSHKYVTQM
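TR-FRET readout: Ex 340 nm, 665/545 nm emission ratio, normalized to buffer-only (basal) and MBNL1-(CUG)12 controls. Complex of MBNL1-His with Biotin-(CUG)12, compounds 92 nM–58 uM, incubated 60 min at room temperature.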
Numbers without * were called inactive; ? = inconclusive; · = no result given; & = joins results of further samples; ! = not active in a repeat; [ ] = another dose, or the depositor's remark. Unless noted, calls follow the shape of the dose curve; as a rule, active = well fitted curve in the direction sought with a large enough effect; inconclusive = small, poorly fitted or top-dose-only effect, or another doubt; inactive = no such curve, though single readings can be large; an effect the other way counts as inactive or inconclusive.

SMILES	S-ASM inh	TCR act	MLL CXXC-DNA inh	Menin MLL FP TR	Integrin act MD	TSG101-PTAP inh	A-T KAP1 phos	Mito fusion act	TSHR antag	MBNL1 CUG block
COC(=O)C1=C(c2cccc(OC)c2OC)C[C@@H]2CC[C@H]1N2C(=O)NC1CC1	2%	0%	·	·	6%	-1%	·	·	·	·
NP(=O)(OCCCc1ccccc1)c1ccccc1 (centres undefined)	5%	3%	-2%	3%	-7%	0%	-3%	1%	3	6%
COC(=O)C1=C(c2ccc(OC)c(OC)c2)C[C@@H]2CC[C@H]1N2C(=O)NCCOc1ccc(OC)cc1	5%	3%	·	·	0%	0%	6%	-10%	10	·
O=C(NC1CCCCC1)N1Cc2ccccc2-n2nncc2C1	-11%	1%	·	·	32%	2%	·	·	·	·
CN(C)C1(c2nnnn2-c2ccc(Cl)cc2)CCCCC1	11%	1%	-4%	4%[11.7 µM]	19%	0%	19%	-7%	-20	-8%
COc1ccccc1Oc1c(C)oc2cc(OC(=O)N(C)C)ccc2c1=O	1%	-7%	?	?	-8%	6%	30%	-5%	3	4%
CN1CCN(c2nc(N)cc(=O)[nH]2)CC1	-1%	-1%	0%	-20%	2%	1%	7%	-2%	16	-11%
COc1ccccc1N1CCN(Cc2ccccc2Cl)CC1	2%	5%	3%	-10%	2%	-6%	-4%	2%	0	?
CCOC(=O)CNC(=S)N1CC2C[C@@H](C1)Cn1c2cccc1=O	0%	-1%	20%	13%	-33%	-1%	0%	14%	10	-11%
C[N+](C)(N)CCOC(=O)C(O)(c1ccccc1)C1CCCCC1 (centres undefined)	4%	-4%	·	·	4%	-2%	·	·	·	·
CCCCCCCSc1cc(OC)c(CCNC)cc1OC	-19%	-2%	-22%	-29%	-69%[inhibitor]	1%	0%	-20%	0	7%
CC(=O)O[C@@H]1/C=C/[C@](C)(O)C[C@@H](C)C/C=C/[C@H]2[C@H](O)[C@@](C)(O)[C@@H](C)[C@H]3[C@H](Cc4ccccc4)NC(=O)[C@@]312	3%	-7%	·	·	-17%	1%	·	·	·	·
CCCCC(=O)N/N=C/c1c(O)n(CCC2=CCCCC2)c(=O)[nH]c1=O	-2%	1%	5%	·	-24%	0%	3.2µM*	-3%	6	2%
CN1CCN(c2nc3ccccc3o2)CC1	1%	4%	-2%	·	13%	-1%	-1%	8%	3	-5%
N=C1c2ccccc2CN1c1cccc([N+](=O)[O-])c1	-3%	1%	12%	-2%	-38%	0%	0%	7%	7	?
CCCCc1ccc(NC2=NCCCS2)cc1	5%	-3%	1%	-22%	-54%[inhibitor]	-4%	-1%	-6%	14	-2%
Nc1cc(Cl)cc(Cl)c1	6%	57%	·	·	·	1%	2%	-15%	-21	·
CN1CCc2nc(SCc3cccc(Br)c3)c(C#N)cc2C1	44%[activator]	7%	1%	·	9%	1%	1%	10%	-5	·
COc1cc2c3cc1Oc1c(OC)c(OC)cc4c1[C@H](Cc1ccc(cc1)Oc1cc(ccc1O)C[C@H]3N(C)CC2)N(C)CC4	0%	-1%	·	·	-20%	1%	-7%	·	-2	·
Cc1cccc(N2C(=O)CC(=O)NC2=O)c1	0%	-9%	6%	-24%	11%	-2%	1%	-4%	9	-5%
OC(CNCc1ccccc1)c1ccc(Cl)cc1 (centres undefined)	0%	-4%	·	·	?	-1%	·	·	·	·
O=C1N=NC2=C1c1c3ccccc3c(O)n1CC2	-1%[11.5 µM]	1%	0%	-20%	-10%	-6%	-9%	-5%	-8	?
N#CC1(c2ccccc2)CCN(C2CC(=O)N(c3ccc4c(c3)OCO4)C2=O)CC1 (centres undefined)	-3%	1%	-1%	-6%	-19%	-1%	5%	-10%	-2	5%
CCOc1cc(CNCCc2ccccc2F)ccc1OC	2%	-4%	2%	-14%	-45%	2%	1%	-12%	1	1%
NC(=O)c1c(Br)n(C2OC(CO)C(O)C2O)c2ncnc(N)c12 (centres undefined)	0%	-6%	·	·	-44%	-1%	·	·	·	·
NC(=O)CI	·	·	4%	1%	·	·	·	-37%[inhibitor]	5	·
COC(=O)C(c1ccccc1)N1CCCCCC1 (centres undefined)	2%	10%	7%	?	2%	-1%	·	7%	·	-5%
COc1ccc(CNCCc2cccc(F)c2)c2ccccc12	·	·	-3%	-28%	·	·	5%	-7%	16	11%
Fc1ccc2c(c1)nnn2C1CCN(Cc2nnnn2C2CCCCC2)CC1	3%	·	-1%	-11%	-23%	-3%	?	2%	3	-16%
CCc1nn(CC(=O)N2CCC3(CC2)OCCO3)c(=O)c2cccn12	3%	0%	11%	·	-6%	-1%	3%	-9%	-6	-4%
COc1ccc(-n2c(-c3ccccc3Br)nc3ccccc3c2=O)cc1	9%	-1%	5%	?	0%	-15%	0%	5%	4	2%
COc1ccc(O)c(CN2CCCC(C(=O)c3sccc3C)C2)c1 (centres undefined)	1%	2%	0%	-21%	1%	-4%	4%	11%	3	-12%
CC12CCC3C(CCC4CC(=O)C(C(O)C(F)(F)F)CC43C)C1CCC2O (centres undefined)	-3%	-5%	·	·	11%	-2%	·	·	·	·
CSc1ccc(CNC2CN3CCC2CC3)cc1 (centres undefined)	-1%	·	-1%	2%	-5%	-2%	-1%	3%	1	-6%
CCN(CC)c1ccc(C=C2C(=O)N(C)C(=S)N(C)C2=O)o1	-2%	-5%[46.1 µM]	94%[activator]	8%	2%	?	-1%	0%	-7	·
CCCCn1c(O)c(C(CC)=Nc2ccc(C(=O)O)cc2)c(=O)[nH]c1=O	1%	1%[46.1 µM]	-7%	-4%	-18%	-3%	-2%	4%	26	3%
Brc1ccc(-[n+]2c(-c3ccccc3)cc(-c3ccccc3)cc2-c2ccccc2)cc1	3%	-2%	·	·	-42%	4%	3%	11%	-26	·
C[C@@H]1CC[C@@]2(OC1)O[C@H]1C[C@H]3[C@@H]4CC=C5C[C@@H](O)[C@H](O)C[C@]5(C)C4CC[C@]3(C)[C@H]1[C@@H]2C (some centres undefined)	3%	-3%	14%	?	-32%	?	17%	-9%	-5	-7%
COc1ccc(CN2CCN(C(=O)Cc3ccccc3)CC2)c(OC)c1	1%	5%[46.1 µM]	-7%	-22%	-7%	1%	-3%	-22%	10	-9%[11.5 µM]
CC1(C)CC(n2[nH]c(=O)c3c2NC(=O)CSC3c2ccccc2)CCO1 (centres undefined)	1%	-1%	10%	21%	6%	1%	-2%	0%	-7	5%
COC(=O)C1=C(c2ccc(OC)c(OC)c2)C[C@@H]2CC[C@H]1N2C(=O)NCc1cc(C)oc1C(F)(F)F	1%	-4%	·	·	1%	2%	-3%	-16%	-13	·
O=C1NC(=S)N(c2ccccc2)C(=O)C1C(c1ccncc1)C1C(=O)NC(=S)N(c2ccccc2)C1=O (centres undefined)	2%	-10%	0%	5%	0%	1%	1%	2%	1	3%
C/C(=N\N(C)c1ccccc1)c1c(O)[nH]c(=O)[nH]c1=O	-3%	4%	0%	·	?	-1%	-7%	-3%	5	·
COC(=O)C1C=C2c3cccc4[nH]cc(c34)CC2N(C)C1 (centres undefined)	·	·	?	·	·	·	0%	4%	1	?
CNCC1(c2ccccc2)CCCC1	0%	4%	9%	13%	1%	-5%	1%	-2%	7	-2%
NC(=O)c1cc(N2CC2)c([N+](=O)[O-])cc1[N+](=O)[O-]	-8%	5%	1%	8%	·	1%	·	3%	-7	?
CC(CO)(CO)N=Cc1c(O)n(-c2cccc3ccccc23)c(=O)[nH]c1=O	1%	-1%	3%	·	9%	-3%	-1%	-1%	11	1%
CC(C)=CCOc1c2occc2cc2ccc(=O)oc12	-2%	1%	10%	4%&4%	-7%	-2%	-16%	16µM*!	-7&2	18%
C(=NC12CN3CN(CN(C3)C1)C2)c1cccs1	2%	-6%	-3%	16%	-11%	-2%	-2%	1%	-13	-8%
CCOc1cc2c(cc1OCC)-n1cccc1C(c1cccc([N+](=O)[O-])c1)NC2 (centres undefined)	-1%	-4%	4%	7%	2%	-1%	-6%	-11%	-2	19%
Cc1ccc2c(c1)N(N=O)CCC2	0%	3%[46.1 µM]	-3%	-10%	-3%	-3%	-3%	0%	13	-6%
CCN(CC)C(=O)c1ccc(NC(=O)Cn2nc(C)c3ccccc3c2=O)cc1	3%	2%	-7%	-26%	-29%	-8%	-4%	2%	9	-3%
O=C1NC(=O)C(Nc2ccc(Cl)c(Cl)c2)C(=O)N1	5%	6%	·	·	10%	-4%	·	·	·	·

Not all compounds are listed. The share of hits here may be higher or lower than overall.
